Compound activity as filed in PubChem BioAssay.
CHRM1 antagonist: blocks human M1 muscarinic receptor. AID 588852. actives 1.3% (n = 360,000). P11229. inhibition, % at 3 µM. CHO-K1 hM1, Fluo-8 calcium fluorescence, ACh EC80 antagonist;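 active = percent inhibition above its own plate's cutoff, namely the mean of that plate's compound wells plus 3 SD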;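 note: peak over basal fluorescence ratio during 140 s after agonist addition; 0% = ACh EC80 plus DMSO and 100% = DMSO alone without agonist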
Target sequence (P11229 whole entry, looked up): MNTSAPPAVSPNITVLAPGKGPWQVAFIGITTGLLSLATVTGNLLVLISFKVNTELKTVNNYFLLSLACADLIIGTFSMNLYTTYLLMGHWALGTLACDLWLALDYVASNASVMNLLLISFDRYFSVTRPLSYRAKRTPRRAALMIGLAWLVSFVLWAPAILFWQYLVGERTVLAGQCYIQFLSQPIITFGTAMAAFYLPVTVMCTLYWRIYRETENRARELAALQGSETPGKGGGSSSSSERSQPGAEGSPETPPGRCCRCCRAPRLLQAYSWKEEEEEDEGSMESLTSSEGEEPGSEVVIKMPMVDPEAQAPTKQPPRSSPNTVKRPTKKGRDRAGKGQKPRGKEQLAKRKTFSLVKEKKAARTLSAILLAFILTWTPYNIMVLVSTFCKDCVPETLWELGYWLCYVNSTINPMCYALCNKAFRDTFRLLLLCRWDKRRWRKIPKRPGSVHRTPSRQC
CHRM4 antagonist: blocks acetylcholine activation of human M4 receptor | P08173 | CHO-hM4 cells, ACh EC80, Fluo-8 calcium fluorescence | inhibition, % at 3 µM | actives 0.73% (n = 360,000);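 active = inhibition above its plate's cutoff, the mean inhibition of sample wells plus 3 SD, cut at about 27% in these data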;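 note: 0% = acetylcholine EC80 with DMSO and 100% = DMSO without agonist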
M5 PAM: CHRM5 positive allosteric modulation | activation, % at 3 µM | P08912 | actives 0.3% (n = 360,000) | CHO-K1 hM5, Fluo-8 calcium, ACh EC20 PAM; 0% = ACh EC20, 100% = ACh EC100 | AID 624038;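 active = activation above the run cutoff, the mean activation of all test compounds plus 3 SD, cut at about 18% in these data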
Target sequence (P08912 whole entry, looked up): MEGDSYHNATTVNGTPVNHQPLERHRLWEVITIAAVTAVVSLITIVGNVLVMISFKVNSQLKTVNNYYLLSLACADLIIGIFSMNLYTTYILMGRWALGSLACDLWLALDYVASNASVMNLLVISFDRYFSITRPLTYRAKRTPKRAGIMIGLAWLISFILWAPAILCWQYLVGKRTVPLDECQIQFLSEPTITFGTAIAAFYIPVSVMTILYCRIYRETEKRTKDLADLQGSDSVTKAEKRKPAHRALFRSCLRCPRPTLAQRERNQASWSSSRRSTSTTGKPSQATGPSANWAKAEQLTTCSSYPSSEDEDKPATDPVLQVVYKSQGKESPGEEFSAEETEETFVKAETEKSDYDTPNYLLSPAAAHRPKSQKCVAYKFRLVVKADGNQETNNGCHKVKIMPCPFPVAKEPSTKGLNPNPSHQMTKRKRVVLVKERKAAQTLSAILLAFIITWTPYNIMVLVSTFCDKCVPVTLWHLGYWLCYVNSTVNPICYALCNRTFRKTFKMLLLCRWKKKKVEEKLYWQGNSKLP
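system = human M5 receptor in CHO-K1 cells | reagent = EC20 acetylcholine as agonist stimulus | compound dosing = single-point, 3 µM nominal | incubation = Fluo-8 loading 80 min at 37 °C plus 30 min room temperature | detection = Fluo-8 calcium dye fluorescence, kinetic read | benchmarks = low control EC20 acetylcholine (0%), high control EC100 acetylcholine (100%)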
M1 ag: human M1 muscarinic receptor agonism; P11229; CHO-K1 hM1, Fluo-8 calcium fluorescence, agonist mode; 0% DMSO, 100% acetylcholine EC100; activation, % at 3 µM; actives 0.33% (n = 360,000);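 active = activation above the run's mean compound activation plus 3 SD, cut at about 16% in these data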;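 note: peak over basal fluorescence ratio within a 140 s kinetic read after compound addition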
M4 ag: CHRM4 agonism in calcium assay. P08173. CHO-K1 hM4/Gqi5, Fluo-8 calcium fluorescence; vehicle 0%, full acetylcholine response 100%. activation, % at 3 µM. actives 0.14% (n = 360,000). AID 624127;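 active = activation above the run mean over all test wells plus 3 SD, cut at about 32% in these data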;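 note: peak over basal fluorescence ratio per well then scaled between controls; 0% = DMSO wells and 100% = acetylcholine at EC100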
CHRM5 agonist: agonists of human muscarinic M5 receptor (CHRM5); AID 624037; P08912; activation, % at 3 µM; CHO-K1 hM5 cells, Fluo-8 calcium fluorescence; 0% DMSO wells, 100% maximal acetylcholine response; actives 0.19% (n = 360,000);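 active = activation above the run's mean over test compounds plus 3 SD, cut at about 23% in these data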;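 note: signal is peak over basal fluorescence ratio across the kinetic read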
TAAR1 agonist: human TAAR1 agonism. activation, % at 3 µM. AID 624467. actives 0.99% (n = 360,000). Q96RJ0. CHO RD-HGA16 TAAR1, Fluo-8 calcium fluorescence; vehicle wells 0%, saturating PEA agonist 100%;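 active = activation above the mean activation of all test compounds in the run plus 3 SD, cut at about 38% in these data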
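System: CHO-derived RD-HGA16 cells with stable Gα16 and human TAAR1. Times: 17-24 h plating, Fluo-8 75 min 37 °C, 30 min RT. Measured by: calcium-sensitive Fluo-8 signal, excitation 470-495, emission 515-575 nm. Read-out basis: % activation relative to PEA EC100 response. Control set: DMSO and PEA EC100. Repeats: no replicates (n 1).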
CHRM5 antagonist: CHRM5 antagonism in calcium assay | P08912 | CHO-hM5 cells, Fluo-8 calcium fluorescence, ACh EC80 | inhibition, % at 3 µM | actives 0.59% (n = 360,000) | AID 624040;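 active = inhibition above a per-plate cutoff, the mean of that plate's test compounds plus 3 SD, cut at about 27% in these data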;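 note: 0% = acetylcholine EC80 with DMSO and 100% = DMSO without agonist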
CHRM1 PAM: human CHRM1 positive allosteric modulation | P11229 | CHO-K1 hM1, Fluo-8 calcium fluorescence, ACh EC20; 0% = ACh EC20, 100% = maximal ACh | activation, % at 3 µM | actives 0.088% (n = 360,000) | AID 588819; in the data active = activation above about 19%, passing the limit was not always enough
* = called active by the depositor; x = not tested or not shown.

entry	smiles	CHRM1 antagonist	CHRM4 antagonist	M5 PAM	M1 ag	M4 ag	CHRM5 agonist	TAAR1 agonist	CHRM5 antagonist	CHRM1 PAM
1	O=C1CC2CC1C(C(=O)O)C2C(=O)O (stereo not drawn)	-13	-4	4	2	0	1	4	6	8
2	CCN(CC(=O)Nc1c(F)cccc1F)C(=O)c1cc(C)nc2ccccc12	-11	3	-3	-1	2	2	1	3	1
3	Cn1cccc1CNC(=S)Nc1ccccc1Cl	-11	2	3	-3	0	-4	0	-4	4
4	O=C(c1ccc2nc[nH]c2c1)N1CCN(S(=O)(=O)c2cccc(F)c2)CC1	-3	-3	-4	-2	0	0	2	0	0
5	Cc1ccc(-n2c(C)cc(/C=N/NC(=O)CN(c3ccc(C)cc3C)S(C)(=O)=O)c2C)cc1	8	-9	-5	-5	0	-5	-3	-5	-4
6	CN(CC(=O)Nc1cccc2ccccc12)C(=O)/C=C/c1cccs1	2	-7	-4	-9	1	-5	-2	-5	-2
7	O=C(NCCN1CCN(C(=O)c2c(F)cccc2F)CC1)C(=O)Nc1ccc(Cl)cc1	1	11	-4	-1	5	-2	0	11	1
8	Cc1cc(-c2csc(NC(=O)c3cc4ccccc4o3)n2)c(C)n1C	-6	-4	4	-2	1	1	-1	7	2
9	O=C(O)CCc1ccc(-c2cccs2)n1NC(=O)c1ccc(O)cc1	10	7	5	-3	0	4	17	-2	-5
10	CC(C)[C@H](NC(=O)c1ccccc1Cl)C(=O)OCC(=O)N1CCCCC1	-22	-3	-2	1	3	3	1	7	12
11	Cc1cc(C)c(NC(=O)CSCc2c(C)noc2C)c(C)c1	-1	-7	-6	-2	2	2	3	8	5
12	COc1ccc(SC[C@H](Cc2ccccc2)N2CC[C@@H](NC(=O)OCc3ccccc3)CCC2=O)cc1	6	7	-10	-4	5	-1	8	10	-1
13	COc1ccc(C(=O)N(Cc2nc(-c3ccc(C)cc3)no2)C(C)C)cc1OC	-1	-8	5	2	0	-2	-1	5	13
14	COCCn1c(SCC(=O)Nc2ccc(S(=O)(=O)N3CCOCC3)cc2)nc2ccccc21	15	-5	5	-6	6	-2	6	1	-26
15	CCc1c(C)c2ccc(O)c(CN3CCCC3)c2oc1=O	9	0	3	-7	2	-1	1	13	8
16	O=C(Nc1ccc(C(=O)Oc2ccccc2)c(O)c1)c1ccco1	3	-4	-9	-3	8	5	6	8	-5
17	CCCNC(=O)c1ccccc1NS(=O)(=O)c1ccc(OC)c(OC)c1	-5	-5	8	-1	1	-1	1	6	10
18	Cc1ccc(SCC(=O)O/N=C(\N)c2cccc([N+](=O)[O-])c2)cc1	-6	-3	-2	-11	-1	-4	6	-4	1
19	COCCCn1c(C(=O)NCCN2CCOCC2)cc2c(=O)n3ccccc3nc21	8	6	-5	-3	3	-5	1	15	4
20	Fc1ccccc1N1CCN(C(c2ccncc2)c2nnnn2C2CCCC2)CC1 (stereo not drawn)	-1	-1	-5	-7	2	-1	20	-2	2
21	Oc1[nH]c2ccccc2c1N=Nc1ccccn1	0	-8	1	-1	1	3	0	11	-2
22	O=[N+]([O-])c1cc(CN2CCCC2)c2cccnc2c1O	-5	7	-5	0	0	-1	x	4	6
23	CCOC(=O)C1=C(CNCc2ccc(C)cc2)NC(=O)NC1c1ccc(OC)cc1 (stereo not drawn)	-31	-2	1	-5	0	-6	2	-6	3
24	O=C(CN1C(=O)CSc2ccccc21)NC1CCCC1	-8	1	3	-8	0	-5	1	1	4
25	N#CCCC1(CCC#N)c2ccccc2C(=O)c2ccccc21	-4	-2	1	-5	2	0	-1	0	4
26	Cc1nc(=S)n(-c2ccccc2)[nH]1	-17	4	12	0	-1	0	2	-7	2
27	Cc1ccc(SC(C)c2nc(-c3ccncc3)no2)cc1 (stereo not drawn)	-1	5	-3	-3	1	-2	7	-1	2
28	COc1ccccc1OC(C)C(=O)O (stereo not drawn)	-4	12	-3	-2	1	2	5	-1	6
29	C=CCNc1nc(C(=O)OCC(=O)Nc2c(Cl)cccc2C(F)(F)F)cs1	-3	-4	1	3	0	3	0	-7	9
30	NNS(=O)(=O)c1ccc(Cc2ncc(C(F)(F)F)cc2Cl)s1	-6	4	-6	-3	0	0	4	1	6
31	COc1ccc(NC(=O)c2ccc(S(=O)(=O)N3CCOCC3)o2)cc1	-4	-4	-8	-4	0	1	2	4	3
32	CCN(CC)CCNC(=O)c1cc(Nc2ccc(OC)c(OC)c2)nc2ccccc12	3	9	-4	-5	1	-2	0	9	0
33	COc1ccc(Cl)c(N2CCN(CCCNC(=O)Nc3ccc(C)cc3)CC2)c1	-9	2	-3	-3	6	-5	20	-4	1
34	CCN(CC)CCNS(=O)(=O)c1ccc(OC)c(Br)c1	-11	-6	2	-6	0	-6	14	-4	2
35	CCOc1ccc(CN2CCN(Cc3cc4ccccc4o3)CC2CCO)cc1 (stereo not drawn)	8	-3	-1	-4	4	8	1	-25	0
36	C=CCOc1ccc(/C=C/C(=O)OCC(=O)N(C)CC(=O)Nc2ccccc2Cl)cc1	13	2	-1	-2	6	-3	2	8	-5
37	c1ccc(CCc2ccccn2)cc1	-10	-4	-5	2	0	-2	26	16	17
38	CC(=O)N1c2ccc(S(=O)(=O)N3CCCC(C(=O)Nc4cccc(Cl)c4)C3)cc2CC1C (stereo not drawn)	4	2	-11	-2	9	3	5	9	-4
39	CCCCc1c(-c2ccccc2OC)ncn1CCc1ccccc1	x	-2	-14	x	13	3	61*	-7	x
40	Cc1ccccc1-c1nnc(SCC(=O)N(CC(C)C)c2c(N)n(CC(C)C)c(=O)[nH]c2=O)n1C	-8	7	3	-3	0	7	-2	-1	2

An excerpt of these results, with two lines to a compound:
Values run as follows: CHRM1 antagonist, CHRM4 antagonist, M5 PAM, M1 ag, M4 ag, CHRM5 agonist, TAAR1 agonist, CHRM5 antagonist, CHRM1 PAM
[37] c1ccc(CCc2ccccn2)cc1
→ -10, -4, -5, 2, 0, -2, 26, 16, 17
[38] CC(=O)N1c2ccc(S(=O)(=O)N3CCCC(C(=O)Nc4cccc(Cl)c4)C3)cc2CC1C (stereo not drawn)
→ 4, 2, -11, -2, 9, 3, 5, 9, -4

Some of these compounds in order of SMILES length, smallest number first.
entry	smiles	CHRM1 antagonist	CHRM4 antagonist	M5 PAM	M1 ag	M4 ag	CHRM5 agonist	TAAR1 agonist	CHRM5 antagonist	CHRM1 PAM
21	Oc1[nH]c2ccccc2c1N=Nc1ccccn1	0	-8	1	-1	1	3	0	11	-2
39	CCCCc1c(-c2ccccc2OC)ncn1CCc1ccccc1	x	-2	-14	x	13	3	61*	-7	x
23	CCOC(=O)C1=C(CNCc2ccc(C)cc2)NC(=O)NC1c1ccc(OC)cc1 (stereo not drawn)	-31	-2	1	-5	0	-6	2	-6	3

The main list resumes; the 7 compounds before the break are reprinted first.
entry	smiles	CHRM1 antagonist	CHRM4 antagonist	M5 PAM	M1 ag	M4 ag	CHRM5 agonist	TAAR1 agonist	CHRM5 antagonist	CHRM1 PAM
34	CCN(CC)CCNS(=O)(=O)c1ccc(OC)c(Br)c1	-11	-6	2	-6	0	-6	14	-4	2
35	CCOc1ccc(CN2CCN(Cc3cc4ccccc4o3)CC2CCO)cc1 (stereo not drawn)	8	-3	-1	-4	4	8	1	-25	0
36	C=CCOc1ccc(/C=C/C(=O)OCC(=O)N(C)CC(=O)Nc2ccccc2Cl)cc1	13	2	-1	-2	6	-3	2	8	-5
37	c1ccc(CCc2ccccn2)cc1	-10	-4	-5	2	0	-2	26	16	17
38	CC(=O)N1c2ccc(S(=O)(=O)N3CCCC(C(=O)Nc4cccc(Cl)c4)C3)cc2CC1C (stereo not drawn)	4	2	-11	-2	9	3	5	9	-4
39	CCCCc1c(-c2ccccc2OC)ncn1CCc1ccccc1	x	-2	-14	x	13	3	61*	-7	x
40	Cc1ccccc1-c1nnc(SCC(=O)N(CC(C)C)c2c(N)n(CC(C)C)c(=O)[nH]c2=O)n1C	-8	7	3	-3	0	7	-2	-1	2
41	O=C(NCCc1ccccc1)c1ccc2c(c1)S(=O)(=O)c1cc(Cl)ccc1C2=O	-12	2	-5	-3	3	-1	11	15	4
42	CCOC(=O)N1CCN(C(=O)C[C@@H]2C[C@@]3(C(=O)OCC)CCCC=C3N(Cc3ccc(Cl)cc3Cl)C2=O)CC1	x	0	-1	x	-1	-1	-2	-2	x
43	Cc1cc(C)nc(-n2nc(C)cc2NC(=O)CN2CCC(C)CC2)n1	-13	3	2	-7	0	-2	7	4	20*
44	O=C1NC[C@H](CCCCN2C[C@H](Cc3ccccc3)N(CCc3ccc(O)cc3)C(=O)C2=O)N(CCc2ccccc2)C1=O	x	-5	2	x	0	-1	2	-1	x
45	Cc1c([N+](=O)[O-])c(C(=O)NC2CCCC2)nn1C	1	13	-7	-3	0	-3	0	12	-1
46	O=C(c1ccc2c(=O)n3c(nc2c1)CCC3)N1CCCSC1=Nc1ccccc1	2	9	-1	-6	1	-5	6	7	2
47	CC(=O)Nc1cc(-c2cccc(C(=O)N(C)C)c2)cn2c(-c3cccc(C(=O)N(C)C)c3)cnc12	-8	-8	2	-4	10	0	5	-1	0
48	O=C(NCc1nc2ccccc2[nH]1)C1=C[C@H](c2csc3ccccc23)C[C@H](OCc2ccc(CO)cc2)O1	17	22	-22	-5	10	0	15	22	-7
49	CSc1cccc(N2CC(C(=O)N3CCN(S(=O)(=O)c4ccccc4Cl)CC3)CC2=O)c1 (stereo not drawn)	1	8	-8	-6	10	-2	14	12	1
50	CC[C@@H](C)[C@@H]1CN([C@@H](CN2CCC[C@H]2CN2C(N)=NC[C@H]2C(C)C)C(C)C)C(=N)N1CCCC1CCCC1	11	4	2	-11	-1	-3	2	-8	-10
51	CC(C)=CCN1CCN(Cc2cccc3c2OCO3)CC1CCO (stereo not drawn)	-5	-6	4	-8	1	-5	3	12	5
52	COc1ccc(NC(=O)CSc2nnc(-c3ccccc3C)n2N)cc1OC	-8	0	-1	-2	0	-3	8	4	1
53	COC(=O)c1sc2nc[nH]c(=O)c2c1C	1	9	-4	-3	0	-1	1	1	0
54	CCn1cc(SCC(=O)NCC2CCCO2)c2ccccc21 (stereo not drawn)	29	10	-15	-3	19	5	-1	17	-7
55	C=CCN1C(=O)/C(=C/c2ccc(OC)cc2)S/C1=N/c1nccs1	3	5	1	-6	1	-2	1	0	-2
56	O=C(O)Cc1c[nH]c2cccc(O)c12	-13	-21	-1	-1	1	1	3	-3	4
57	CC(C)c1ccc(NC(=O)[C@@H]2CCC(=O)N2C2OC(=O)c3ccccc32)cc1 (stereo partly drawn)	-15	-30	-1	-1	0	-2	5	0	8

A portion of the library; the hit share may differ from the screen's.
